Screens as filed in PubChem BioAssay.
HCMV antiviral: human cytomegalovirus inhibition; hit rate 4.5% among 410,000; HFF cells, HCMV-luciferase reporter, 72 h; active compounds read low; activity change, negative = inhibition, % at 57.5 µM; in the data active means activity change below about -60%; inconclusive means no clear call, values can overlap the other calls; inactive means above about -39%
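Screen run at 2 compound doses on HFFs infected with reporter HCMV, MOI 1 PFU/cell. Luciferase activity from cell lysates at 72 h post infection gave inhibition relative to buffer-only and Salinomycin wells.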
AmpC inh no detg: blocks E. coli AmpC beta-lactamase in detergent-free assay; hit rate 0.52% among 330,000; Potency, µM (top dose mostly 57.1 µM), without a hit: top-dose activity change, negative = inhibition, usual class: inhibitors; P00811; AmpC nitrocefin hydrolysis, absorbance 480 nm, 0.0001% Triton; AID 485341;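 further: potency means the concentration at half of the fitted maximal effect; plate controls were no compound for no effect and no enzyme for full effect; nearly all actives have a fitted effect of over 20% in size; some results filed as inactive show a strong effect at the top dose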
Target sequence (P00811 whole entry, looked up): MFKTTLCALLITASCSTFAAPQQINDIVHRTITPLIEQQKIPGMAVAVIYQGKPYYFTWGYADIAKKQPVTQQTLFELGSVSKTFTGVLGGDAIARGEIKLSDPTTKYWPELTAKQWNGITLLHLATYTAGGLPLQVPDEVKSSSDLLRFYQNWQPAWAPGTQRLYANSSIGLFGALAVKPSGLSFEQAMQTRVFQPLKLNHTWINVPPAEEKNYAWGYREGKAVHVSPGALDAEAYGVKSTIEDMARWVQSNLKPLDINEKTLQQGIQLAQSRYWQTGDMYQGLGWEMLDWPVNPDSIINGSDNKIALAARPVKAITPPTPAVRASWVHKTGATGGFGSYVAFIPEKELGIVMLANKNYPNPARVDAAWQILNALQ
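20 mM phosphate pH 7.0 + 0.01% (detergent screen) or 0.0001% Triton X-100; 5.3 nM AmpC reagent; cpd preinc 15 min RT; nitrocefin (800 uM stock) to start; A480 q20 s × 4 min; Activity was normalised to no-enzyme and no-compound control wells.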
Tb PYK inh: T. brucei pyruvate kinase inhibition; hit rate 0.12% among 410,000; TbPYK enzyme, Kinase-Glo Plus ATP luminescence, 45 min; Q57TT1; Potency, µM (highest dose often 76.8 µM), for the others: top-dose activity, negative = inhibition, most hits filed as inhibitors; further: potency means the concentration at half of the fitted maximal effect; nearly all actives have a fitted effect of over 50% in size
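Luminescent Kinase-Glo Plus end-point after 45 min room-temperature reaction of T. brucei pyruvate kinase started with 130 uM ADP (final). Buffer TEA 50 mM pH 7.2 with KCl, MgCl2, BSA, Tween-20; titration-based qHTS with fitted concentration-effect curves.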
AMA1-RON2 inh: inhibitors of Plasmodium falciparum AMA1-RON2 interaction | Potency, µM (top dose mostly 58.2 µM), for inactives: top-dose activity change, negative = inhibition, most hits filed as inhibitors | AlphaScreen AMA1-biotinylated RON2 peptide binding | hit rate 0.2% among 360,000;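 further: potency means the concentration at half of the fitted maximal effect; 0% = vehicle wells and -100% = peptide control; nearly all actives have a fitted effect of over 45% in size; some results filed as inactive show a strong effect at the top dose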
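AMA1 (3D7) with his tag at 25 nM final met compounds first, then biotinylated RON2 peptide at 25 nM; detection used donor plus acceptor beads, 10 µg/mL apiece, read by AlphaScreen after 30 min at room temperature.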
AmpC detergent: blocks E. coli AmpC beta-lactamase in detergent assay. P00811. AmpC hydrolysis of nitrocefin, absorbance 480 nm, 0.01% Triton. Potency, µM (series often up to 114 µM), without a hit: at the highest dose activity change, negative = inhibition, most hits filed as inhibitors. hit rate 0.041% among 370,000. AID 485294;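 further: potency means the concentration at half of the fitted maximal effect; 0% = no-compound wells and -100% = no-enzyme wells; nearly all actives have a fitted effect of over 25% in size; some results filed as inactive show a strong effect at the top dose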
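AmpC (5.3 nM in the dispensed reagent) in 20 mM phosphate pH 7.0 with 0.01% (detergent screen) or 0.0001% Triton X-100 was preincubated with compounds for 15 min at room temperature. Nitrocefin was then added from an 800 uM solution, and hydrolysis was followed at 480 nm.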
LmPK inh: LmPK (Leishmania mexicana) enzyme inhibition; Potency, µM (highest dose often 57.5 µM), without a hit: at the highest dose activity change, negative = inhibition, usual class: inhibitors; Q27686; hit rate 0.37% among 290,000; purified LmPK, Kinase-Glo ATP luminescence, 1 h; further: potency means the concentration at half of the fitted maximal effect
Target sequence (Q27686 whole entry, looked up): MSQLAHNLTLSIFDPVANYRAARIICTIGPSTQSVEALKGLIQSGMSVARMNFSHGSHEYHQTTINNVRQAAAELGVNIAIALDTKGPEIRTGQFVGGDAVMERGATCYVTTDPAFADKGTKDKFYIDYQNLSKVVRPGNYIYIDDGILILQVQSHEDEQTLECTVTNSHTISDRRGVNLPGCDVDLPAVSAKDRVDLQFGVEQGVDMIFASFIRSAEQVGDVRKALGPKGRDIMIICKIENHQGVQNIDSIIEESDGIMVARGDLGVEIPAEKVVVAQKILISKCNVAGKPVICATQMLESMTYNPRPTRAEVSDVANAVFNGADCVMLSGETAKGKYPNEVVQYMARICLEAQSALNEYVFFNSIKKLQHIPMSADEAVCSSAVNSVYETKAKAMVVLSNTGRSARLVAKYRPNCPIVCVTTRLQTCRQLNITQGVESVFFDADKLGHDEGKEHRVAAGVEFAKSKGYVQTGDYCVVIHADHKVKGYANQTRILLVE
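Pyruvate kinase activity monitored as ATP production (luciferase luminescence). Conditions: 0.1 nM enzyme, 0.5 mM PEP, 0.1 mM ADP, 1 h, RT; normalized against uninhibited and no-enzyme wells.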
HCV inhibitor: HCV inhibition; hit rate 3.4% among 340,000; Potency, µM (series often up to 41.8 µM), for the others: at the highest dose activity change, negative = inhibition, hits mostly inhibitors; Huh7.5.1 HCVcc-Cre infection, luciferase reporter, 44 h; further: potency means the concentration at half of the fitted maximal effect
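Whole-lifecycle infectious HCVcc-Cre system; cells 1,000/well, compound then virus (~0.5 moi) added 4 h after plating, 44 h culture. Luciferase read 15 sec following 15 min substrate incubation, room temp.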
* marks the source's active call; other numbers are inactive results; ? = inconclusive; . = not tested or not shown; [ ] = another dose, or the depositor's remark. Unless noted, the call rests on the fitted dose curve; in most records, active means well fitted curve in the direction sought with a large enough effect; inconclusive means small, poorly fitted or top-dose-only effect, or another doubt; inactive means no such curve, though single readings can be large; an effect the other way counts as inactive or inconclusive. Unless noted, on the % scale 0 is the no-effect control and ±100 the full control effect. An unsorted share of the library (roughly 7.5% active in at least one column).

SMILES	HCMV antiviral	AmpC inh no detg	Tb PYK inh	AMA1-RON2 inh	AmpC detergent	LmPK inh	HCV inhibitor
Cc1ccc(CNC(=O)Cn2c(=O)ccc3cc(S(=O)(=O)N4CCCC4)ccc32)cc1	-10	.	-1%	.	-8%	.	.
COC(=O)c1ccc(NC(=O)C(=O)N2CCN(C(=S)Nc3ccccc3OC)CC2)cc1	-18	-30%	-5%	4%[11.6 µM]	-11%	0%	-26%
COc1ccc(CNC(=O)C2CCN(c3nc4ccccc4[nH]3)CC2)cc1OC	0	.	1%[15.4 µM]	.	15%	.	.
CCOC(=O)C1(Cc2cccc(OC)c2)CCCN(Cc2cc(OC)c(O)c(OC)c2)C1 (stereo not drawn)	4	52%	-2%	-9%	-26%	1%	-4%
CN(C)S(=O)(=O)c1ccc(Nc2nc(C3CC3)nc3c2nnn3Cc2ccccc2Cl)cc1	-79*	-11%	-2%	-3%	1%	-3%	?
O=C(CSc1nc(=O)n2ccccc2n1)OCc1ccccc1	-34	-19%	11%	24%	-12%	.	0%
CC(=O)Nc1cccc(NC(=O)c2ccc3c(c2)CCN3S(C)(=O)=O)c1	41	-10%	3%	10%	-2%	0%	11%
COc1cc(Cl)c(C)cc1NC(=O)Cn1cc(S(=O)(=O)N2CCC(C)CC2)c2ccccc2c1=O	16	.	3%	.	0%	.	.
CC1CCN(c2c(NCC3CCC(C(=O)NCCc4ccccc4)CC3)c(=O)c2=O)CC1 (stereo not drawn)	-18	-2%	2%	25%	-20%	-6%	11%[8.37 µM]
CCn1c(CN2CCN(c3cccc(C)c3C)CC2)n[nH]c1=S	?	-28%	?	38%[activator]	0%	8%	-12%
CN1C(=S)SC(/[N+]([O-])=C\c2cccs2)C1(C)C (stereo not drawn)	7	-4%	0%	3%	?	0%	23%
Cc1ccc(C(=O)Nc2c(-c3cccs3)nc3cc(C)ccn23)cc1	-8	?	-4%	-2%	-3%	9%	1%
Cc1cc(=O)oc2cc(OCC(O)CN3CCN(c4ccccc4)CC3)ccc12 (stereo not drawn)	?	15%	-4%	1%	-6%	-1%	-13%
COc1cccc(OC)c1NC(=O)c1ccc(-c2cc(Cl)ccc2Cl)o1	38	.	5%	1%	.	.	.
Cc1nc2sc(C(=O)Nc3ccccc3)c(N)c2c(C)c1[N+](=O)[O-]	79	-28%	-13%	2%	-2%	3%	?

2 successive entries already listed, for reference:
SMILES	HCMV antiviral	AmpC inh no detg	Tb PYK inh	AMA1-RON2 inh	AmpC detergent	LmPK inh	HCV inhibitor
CCOC(=O)C1(Cc2cccc(OC)c2)CCCN(Cc2cc(OC)c(O)c(OC)c2)C1 (stereo not drawn)	4	52%	-2%	-9%	-26%	1%	-4%
CN(C)S(=O)(=O)c1ccc(Nc2nc(C3CC3)nc3c2nnn3Cc2ccccc2Cl)cc1	-79*	-11%	-2%	-3%	1%	-3%	?

Additional records follow:
SMILES	HCMV antiviral	AmpC inh no detg	Tb PYK inh	AMA1-RON2 inh	AmpC detergent	LmPK inh	HCV inhibitor
COc1cc(C)ccc1OCCSc1nc(-c2cccc(C)c2)nc2cc(=O)[nH]n12	10	.	-4%	.	-2%	.	.
COC(=O)C1=C(c2cccc(OC)c2OC)C[C@@H]2CC[C@H]1N2C(=O)NCCNC(C)=O	-12	.	-8%	-3%	.	.	14%
CCc1ccc(NC(=O)Nc2ccc3c(c2)CCC3)cc1	60	-42%	-5%	0%	4%	-1%	-3%
COC(=O)c1ccc(CSc2ncn[nH]2)o1	-34	-11%	5%	-9%	-15%	1%	3%
CC(C)N=C1NN=C(c2ccc(Cl)c(Cl)c2)CS1	86	-50%	-11%	53%[activator]	9%	6%	?
Fc1cccc(-c2cc3nc4c(c(N5CCC6(CC5)OCCO6)n3n2)CCCC4)c1	14	-29%	-15%	2%	4%	2%	13µM*
Cc1ccc2nc(NC(=O)c3ccccc3F)sc2c1	60	52%	-2%	4%	-7%	-7%	?
O=C(Nc1ccc2sc3ccccc3c(=O)c2c1)c1ccccc1Cl	66	-13%	-5%	4%	1%	5%	3.5µM*
O=c1c2sccc2nc(SCc2cc(=O)n3cc(Br)ccc3n2)n1Cc1ccccn1	40	-15%	1%	10%	3%	-1%	-21%
O=C1NC(Cc2c[nH]c3ccccc23)C(=O)N1c1ccc(F)cc1 (stereo not drawn)	36	-34%	1%	-3%	-5%	1%	4%
O=C(NNC(=S)NC(=O)c1ccco1)c1ccc(F)cc1	39	-19%	-16%	170%[activator]	-1%	-5%	5%
Cc1ccc(C(=O)N2CCCC2)c(F)c1F	-21	-15%	-21%	9%	0%	-3%	11%
Cc1cc(Cl)c(S(=O)(=O)Nc2cc(S(=O)(=O)N3CCOCC3)ccc2F)cc1OCC(N)=O	4	-10%	3%	0%	-5%	0%	15%
O=C(Nc1ccc(N2CCOCC2)nc1)c1c(F)cccc1F	39	-17%	2%	12%	0%	0%	6%
COc1nc(C)nc2c1sc(=S)n2C	5	-2%	-9%	-7%	6%	0%	-9%
O=C(NCCCn1ccnc1)c1cc2c(s1)CCCCC2	37	-30%	0%	-5%	-10%	-7%	-5%
CN(C)c1ccc(CNC(=O)CCCn2ccc3cc(S(=O)(=O)N4CCCC4)ccc32)cc1	-19	.	-6%	.	15%	.	.
COc1cccc(Nc2ncnc3nc[nH]c23)c1	-8	3.2µM*	-10%	-8%	?	-25%	-1%
CSc1ccccc1NC(=O)Cn1nc([N+](=O)[O-])cc1C	-37	-36%	?	-5%	2%	8%	-1%
COC1=C/C(=C/c2c(N)n3nc(CC(=O)N4CCCCC4)sc3nc2=O)C=CC1=O	.	-37%	7%	0%	-10%	2%	18%
CCC(C)NC(=O)CCc1c(C)nc2c(c(C)nn2-c2ccc(C)cc2)c1C (stereo not drawn)	-4	.	-7%	.	12%	.	.
CCN1CC2([N+](=O)[O-])CC=C(OC)C([N+](=O)[O-])(C1)C2 (stereo not drawn)	2	-12%	-1%	-9%	2%	0%	38%[activator]
COC(=O)C1=C(C)NC(=O)/C1=C/c1ccc(CNS(=O)(=O)c2ccc(C)cc2)o1	?	-42%	-13%	-11%	-1%	-3%	-15%
COc1ccc(OC)c(NC(=O)C2(C)CCN2Cc2ccccc2OC(F)F)c1 (stereo not drawn)	-2	.	-7%	-27%	.	.	.
Cc1cc2c3c(c1)C(C)(c1ccccc1)CC(C)(C)N3C(=O)C21C(C#N)=C(N)OC2=C1C(=O)CC(C)(C)C2 (stereo not drawn)	-72*	134%[activator]	1%	-5%	-9%	8%	?
COc1cccc(-c2nc(CCl)cs2)c1	20	-5%	-1%	0%	6%	-6%	-26%
CN(C)c1ccc(NC(=O)c2cnsn2)cc1	-6	-19%	-10%	-12%	9%	?	22%
CCn1cc(/C=C(\NC(=O)c2ccc(OC)c(OC)c2)C(=O)NCCN2CCOCC2)c2ccccc21	14	138%[activator]	-4%	19%	-7%	-5%	-12%
O=C(NCc1ccccc1)c1ccc(-c2ccccc2F)o1	127	-16%	12%	-3%	-1%	-7%	5%
COc1cccc(C(=O)OCC(=O)Nc2ccccc2N2CCOCC2)c1	25	29%	-6%	12%	4%	0%	20%
CCc1ccc(NS(=O)(=O)c2cccc3nsnc23)cc1	-10	-25%	0%	2%	?	9%	-1%
COc1cc(C(=O)N2C[C@H]3C[C@@H](C2)c2cccc(=O)n2C3)cc(OC)c1OC	-21	-11%	0%	-1%	-7%	-4%	24%
CCCCc1c(C)c2ccc(OCC(C)=O)cc2oc1=O	42	1%	0%	3%	-1%	4%	-23%
Cc1cc(NC(=O)COC(=O)C(Nc2ccc(C(F)(F)F)cc2Cl)C(C)C)no1 (stereo not drawn)	35	-18%	2%	0%	-8%	-1%	?
Cc1ccc(S(=O)(=O)N2CCN(Cc3cc(=O)n4nc(-c5ccccc5Cl)sc4n3)CC2)cc1	3	.	4%	.	12%	.	.
COC(=O)c1cncc(O)c1	-20	-18%	-12%	0%	1%	9%	12%
CCSc1ncc(Cl)c(C(=O)Nc2ccccc2)n1	-19	-11%	-2%	0%	-3%	3%	-8%
COc1cc(SC)ccc1C(=O)N(Cc1ccccc1)c1ccccc1	8	-16%	1%	-6%	1%	-11%	-14%
Nc1c(Nc2ccccc2)c2ccccc2oc1=O	-22	-26%	4%	2%	1%	3%	-15%
c1ccc(Oc2cc(-c3ccccc3)ncn2)cc1	-7	4%	-19%	18%	-5%	-6%	-8%
CC(=NCc1ccccc1)c1ccc(O)cc1O	-28	.	7%	30%	.	.	.
Cc1ccc(S(=O)(=O)NCCS(=O)(=O)N2CCN(c3ccc(F)cc3)CC2)cc1	.	-32%	9%	23%	?	.	-21%
COCCNC(=O)/C(C#N)=C/C(C)=C/c1ccccc1	-4	-30%	-2%	12%	2%	0%	-4%
N#CCSc1nnc(-c2ccccc2)c(-c2ccccc2)n1	?	-23%	-8%	-8%	-1%	0%	-12%
Cc1cc(C)cc(N2C(=O)C3CCCN3C2=S)c1 (stereo not drawn)	55	-8%	8%	?	?	-1%	6%
Cn1c(=O)c(C(=O)CN2CCN(Cc3ccc4c(c3)OCO4)CC2)c(N)n(Cc2ccccc2)c1=O	-39	45%	3%	-2%	5%	5%	-17%
Cc1ccsc1C(=O)OCC(=O)N(C)c1c(N)n(Cc2ccccc2)c(=O)[nH]c1=O	-29	-10%	10%	1%	?	.	1%
OCCN1CCN(CC(O)COc2ccc3c(c2)OCO3)CC1 (stereo not drawn)	?	-10%	-18%	-4%	-10%	1%	23%
COc1ccc(CCNc2ncnc3sccc23)cc1OC	-89*	-42%	-3%	-10%	3%	-3%	?
COc1cccc(CNC(=O)C2CC(=O)N(C3CCCCCCC3)C2)c1 (stereo not drawn)	-9	57%	2%	11%	-1%	0%	2%
Cc1cccc(NC(=S)N(C)Cc2cn(C)c3ccccc23)c1	-68*	-27%	-10%	-9%	?	3%	-25%
O=C(NCCc1ccccc1)C(=O)NCC1CCNCC1	.	-8%	.	.	-4%	0%[11.5 µM]	.
C[C@H]1CN([C@@H](C)CO)C(=O)c2cc(Br)cnc2O[C@H]1CN(C)C(=O)C1CCC1	26	.	-3%	-10%	.	.	.

2 compounds picked at random from the list so far:
SMILES	HCMV antiviral	AmpC inh no detg	Tb PYK inh	AMA1-RON2 inh	AmpC detergent	LmPK inh	HCV inhibitor
COc1cccc(CNC(=O)C2CC(=O)N(C3CCCCCCC3)C2)c1 (stereo not drawn)	-9	57%	2%	11%	-1%	0%	2%
Cc1ccsc1C(=O)OCC(=O)N(C)c1c(N)n(Cc2ccccc2)c(=O)[nH]c1=O	-29	-10%	10%	1%	?	.	1%
